Screening results (PubChem BioAssay)
USP7 block = inhibitors of human USP7 deubiquitinase; Ubiquitin carboxyl-terminal hydrolase 7 (Homo sapiens), Q93009; purified USP7, Ub-rhodamine cleavage fluorescence; inhibition, % at 20 µM; 47,000 tested, 0.3% active; AID 1645854, 2021
USP8 inh = inhibitors of human USP8 deubiquitinase | Ubiquitin carboxyl-terminal hydrolase 8 (Homo sapiens), P40818 | inhibition, % at 20 µM | 47,000 tested, 4.2% active | purified USP8, Ub-rhodamine cleavage fluorescence, 30 min | AID 1645853, 2021
USP10 block = inhibitors of human USP10 deubiquitinase. Ubiquitin carboxyl-terminal hydrolase 10 (Homo sapiens), Q14694. purified USP10, Ub-rhodamine fluorescence, 60 min. inhibition, % at 20 µM. 47,000 tested, 1.1% active
USP30 inh = inhibitors of human USP30 deubiquitinase | Ubiquitin carboxyl-terminal hydrolase 30 (Homo sapiens), Q70CQ3 | purified USP30, Ub-rhodamine cleavage fluorescence | inhibition, % at 25 µM | 47,000 tested, 5.3% active
USP17 inh = inhibitors of human USP17 deubiquitinase | 47,000 tested, 6.5% active | purified USP17, Ub-rhodamine cleavage fluorescence, 3 h | inhibition, % at 50 µM | AID 1645855, 2021
OTUD3 block = inhibitors of human OTUD3 deubiquitinase. OTU domain-containing protein 3 (Homo sapiens), Q5T2D3. purified OTUD3, Ub-rhodamine fluorescence, 2 h. inhibition, % at 25 µM. 47,000 tested, 0.7% active
UCHL1 inh = inhibitors of human UCHL1 deubiquitinase; purified UCHL1, Ub-rhodamine cleavage fluorescence; inhibition, % at 20 µM; 47,000 tested, 0.2% active
USP28 block = inhibitors of human USP28 deubiquitinase | purified USP28, Ub-rhodamine cleavage fluorescence, 30 min | inhibition, % at 25 µM | 47,000 tested, 3% active
Target sequence (Q96RU2 whole entry, looked up): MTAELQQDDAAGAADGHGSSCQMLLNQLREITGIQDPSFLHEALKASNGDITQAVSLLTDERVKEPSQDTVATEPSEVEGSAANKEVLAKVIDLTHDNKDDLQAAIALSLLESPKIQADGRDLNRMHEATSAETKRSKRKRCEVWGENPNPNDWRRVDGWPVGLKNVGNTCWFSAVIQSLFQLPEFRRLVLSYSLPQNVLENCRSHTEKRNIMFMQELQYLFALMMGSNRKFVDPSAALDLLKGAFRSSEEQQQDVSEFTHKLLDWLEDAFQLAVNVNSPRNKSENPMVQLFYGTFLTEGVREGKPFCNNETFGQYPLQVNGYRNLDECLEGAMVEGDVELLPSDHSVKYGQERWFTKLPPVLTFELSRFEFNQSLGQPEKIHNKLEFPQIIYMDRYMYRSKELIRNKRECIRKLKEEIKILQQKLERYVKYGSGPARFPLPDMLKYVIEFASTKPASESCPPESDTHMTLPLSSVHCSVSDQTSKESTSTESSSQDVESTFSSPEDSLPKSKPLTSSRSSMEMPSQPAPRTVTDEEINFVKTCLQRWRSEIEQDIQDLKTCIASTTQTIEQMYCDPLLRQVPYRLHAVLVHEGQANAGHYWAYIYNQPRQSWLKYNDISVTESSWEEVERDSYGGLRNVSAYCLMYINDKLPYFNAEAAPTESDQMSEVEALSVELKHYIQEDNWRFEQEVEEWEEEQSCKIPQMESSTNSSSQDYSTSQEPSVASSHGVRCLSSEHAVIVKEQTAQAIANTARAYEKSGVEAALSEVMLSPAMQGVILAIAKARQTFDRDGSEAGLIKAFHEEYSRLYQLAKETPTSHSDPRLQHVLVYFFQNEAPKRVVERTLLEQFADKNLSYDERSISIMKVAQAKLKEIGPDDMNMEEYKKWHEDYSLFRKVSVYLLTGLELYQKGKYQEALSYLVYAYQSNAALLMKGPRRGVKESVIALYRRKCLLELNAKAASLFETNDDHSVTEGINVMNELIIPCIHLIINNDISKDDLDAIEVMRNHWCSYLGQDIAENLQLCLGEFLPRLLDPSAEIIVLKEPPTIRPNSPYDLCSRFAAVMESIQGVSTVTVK
* hit, by the source's call; i = inactive; . = no result given. Cut-off read from the data, not from the text of the source: active = inhibition above about 30%; inactive = the rest.

molecule	USP7 block	USP8 inh	UCHL1 inh	USP28 block	USP17 inh	USP30 inh	OTUD3 block	USP10 block
N#Cc1c2n(c(=O)n(CC(=O)N(C3=CCCCC3)C3CC3)c1=O)CCC2	-43	-39	-46	-121	-123	-420	-104	-6
O=C(NC1CC1)c1cc2cccc3c2n1CCS3	-28	-56	-39	-49	-84	-378	-96	-7
CC(=O)NC(Cc1ccc(C)cc1)C(=O)NC1CCN(S(=O)(=O)c2ccccc2)CC1 (stereo unspecified)	-2	-14	-5	-6	-7	-9	-7	0
O=S(=O)(c1cccc2cccnc12)N(CCN1CCCC1)C1CCN(CCc2ccc(Cl)cc2)CC1	-65	-12	-33	-11	-25	-57	-24	-13
Cc1ccc(-c2n[nH]c3c2C(c2ccccc2F)N(c2ccccc2)C3=O)cc1 (stereo unspecified)	12	71*	-1	3	69*	55*	0	26
O=C(Nc1ccc(Cl)cn1)c1nn(C2CCS(=O)(=O)C2)c2c1CCCC2 (stereo unspecified)	-5	8	-4	-19	38*	-73	-10	-1
Cc1ccc(S(=O)(=O)N2CC3CN(C(=O)Nc4ccccc4C)CC(C2)O3)cc1	0	4	0	-10	0	-3	3	1
COC(=O)c1ccc(CNC(=O)COC(=O)c2cc(-c3ccccc3)nc3ccccc23)cc1	5	15	2	9	9	47*	21	20
COc1ccc(N2CCN(C(=O)CCC(=O)N3CCCn4nc(C)cc43)CC2)cc1	3	-29	0	-1	3	8	5	-2
COc1ccc(CNc2ccc(C(=O)OCc3ccccc3F)cc2S(=O)(=O)Nc2cccc(OC)c2)cc1	6	8	2	1	-12	0	-6	33*
O=C(NC1=NCCS1)c1cnn(Cc2ccccc2)c1	2	0	-2	-7	2	0	-7	2
O=C(COc1ccc(Cl)cc1Cl)N1CCC(Cc2ccccc2)CC1	-33	-32	7	17	2	8	18	13

molecule	USP7 block	USP8 inh	UCHL1 inh	USP28 block	USP17 inh	USP30 inh	OTUD3 block	USP10 block
Cc1nn(-c2ccc(Cl)cc2)c2nc(-c3ccc(OCc4ccc(Cl)cc4)cc3)cc(C(F)(F)F)c12	-11	-8	-2	-3	1	0	-1	0
CC(C)CN1C[C@@]23CN(C(=O)c4ccncc4)C[C@@H](C[C@@H]2S1(=O)=O)O3	2	-71	1	1	-7	-4	6	0
O=c1[nH]c2ccccc2c(=O)n1CCc1nc(-c2ccc3c(c2)OCO3)no1	11	27	1	5	8	1	3	2
Cc1cccc(NC(=O)Cn2c(=O)n(Cc3nc(C)no3)c(=O)c3ccccc32)c1	2	12	3	18	0	15	17	6
O=C(c1ccoc1)N1C[C@H](OCC2CCOCC2)[C@H]2COC[C@H]21	-4	-39	-4	-5	-4	-27	0	-1
Cn1nnnc1-c1cc(Cl)cc(Cl)c1	3	-13	2	6	4	10	6	3
CC1CCc2c(sc(NC(=O)c3cc(-c4ccccc4)nc4ccccc34)c2C(N)=O)C1 (stereo unspecified)	2	-5	0	-1	5	0	-4	-1
CCN(CC)c1ccc2nnc(CCC(=O)NCC3CCN(Cc4cc(C)ccc4C)CC3)n2n1	-1	7	-4	-3	-11	-59	-7	-7
CC1CCN(S(=O)(=O)c2cn(CC(=O)N3CCCc4ccccc43)cn2)CC1	-1	-35	-1	-11	-18	-33	-7	-2
CC(C)(C)NC(=O)NCCc1ccccc1	3	5	0	6	4	27	12	3
COc1ccc(NC(=O)C(=O)NCc2cccnc2)c(OC)c1	4	6	2	-7	-3	4	7	3
O=c1ccc(S(=O)(=O)N2CCOCC2)cn1Cc1ccccc1F	-3	4	0	-1	0	-1	0	0

molecule	USP7 block	USP8 inh	UCHL1 inh	USP28 block	USP17 inh	USP30 inh	OTUD3 block	USP10 block
O=C(NCc1ccco1)Nc1nc2c(s1)CN(Cc1ccccc1)C2=O	-3	6	-1	4	7	6	5	2
COCCN1C(=O)C[C@@H]2[C@H]1CCN2C(=O)c1ccccn1	3	-51	3	6	.	5	13	-4
CC(C)c1cc(C(=O)N2CCOC(CCc3cc(=O)[nH]cn3)C2)on1 (stereo unspecified)	4	6	2	18	16	40*	7	2
Cc1noc(-c2cc(=O)n(CC(=O)NCc3ccccc3)c3ccccc23)n1	7	1	1	6	53*	6	17	10
CCNC(=O)C1(Cc2cc(-c3ccccc3)no2)CCCN(C(=O)Cc2ccccc2F)C1 (stereo unspecified)	3	-2	0	3	-5	3	4	1
COc1ccc(-c2c(NC(=O)c3cc(F)cc(F)c3)n[nH]c2C)cc1OC	4	-13	0	13	.	27	14	-1
CC(C)=CCC[C@@](C)(O)[C@@H]1CC[C@@](C)(O)[C@H]1C	1	4	0	3	7	33*	7	4
COc1ccc(C(=O)Nc2cc(N3CCCS3(=O)=O)ccc2OC)cc1	0	10	-1	8	-1	11	10	-2
COc1cc(C(=O)NCC(c2ccsc2)N2CCN(C)CC2)cc(OC)c1OC (stereo unspecified)	5	15	3	15	17	24	20	2
COc1ccc(S(=O)(=O)N2CCCCC2)cc1N(C)S(=O)(=O)c1ccc(C)cc1	2	0	1	-5	-6	8	0	8
CCn1c(=O)n(CC(=O)NC2CCCCC2)c(=O)c2cnc(-c3ccccc3)nc21	5	8	-1	-5	-7	-18	0	-1
Cn1c(N2CCN(C(=O)c3ccc(Cl)cc3)CC2)cc(=O)n(C)c1=O	-2	2	-1	-5	0	0	-6	-4

molecule	USP7 block	USP8 inh	UCHL1 inh	USP28 block	USP17 inh	USP30 inh	OTUD3 block	USP10 block
O=C(C1CC1)N1CCCCCC1C1CCN(c2ncccn2)CC1 (stereo unspecified)	15	-2	0	-14	-11	5	-15	1
Cc1nnc(NC(=O)/C=C/c2ccc(S(=O)(=O)N3CCCCCC3)cc2)s1	5	-7	-3	-30	26	-85	-23	4
COCC(=O)N1CCCC1c1nc(C)cc(-c2ncc(C)[nH]2)n1 (stereo unspecified)	2	-1	-3	-19	-1	0	-8	1
Cc1ccccc1Nc1nc(N)nc(CN(C)Cc2ccc(C(C)(C)C)cc2)n1	-48	-12	6	-13	-18	-37	-11	0
CC(Sc1nc2nn(-c3ccccc3)c(=O)c-2c2n1CCCCC2)C(=O)NC(N)=O (stereo unspecified)	6	1	4	19	0	25	15	2
Nc1cc(-c2cncnc2C2CCNC2)ccn1 (stereo unspecified)	5	1	-1	-5	-6	-40	-3	-4
CCN1CCc2c(nc(NC)n(-c3ccccc3)c2=O)C1	-21	-11	-18	-88	-110	-296	-74	-5
O=C(Nc1ccccc1)c1sccc1Oc1ccc([N+](=O)[O-])c(C(F)(F)F)c1	-4	44*	5	-9	-3	1	-4	8
O=C(NCC1CC1)c1ccc2ccc(N3CCN(c4ncccn4)CC3)n2c1	-17	-3	-15	-84	-41	-247	-76	-8
CCc1noc(-c2c(S(=O)(=O)NCc3ccco3)c(C)n(C)c2C)n1	0	4	-3	-8	-20	-29	-6	-5
COc1ccc(S(=O)(=O)N(CC(=O)NCc2ccc3c(c2)OCO3)c2ccc(F)cc2)cc1OC	3	16	2	20	34*	38*	17	2
Cc1cc(C)cc(NC(=O)Cn2cnc(S(=O)(=O)N3CCOCC3)c2)c1	1	-26	0	0	-8	4	11	0

molecule	USP7 block	USP8 inh	UCHL1 inh	USP28 block	USP17 inh	USP30 inh	OTUD3 block	USP10 block
O=C(CN1CCN(C(=O)c2ccc(-c3ccccc3F)o2)CC1)NC1CC1	-4	-9	-6	-25	-20	-62	-20	-6
COc1ccc(-c2nnc3ccc(SCC(=O)N4CCCc5ccccc54)nn23)cc1OC	0	-2	-5	-7	-10	-14	-3	-1
COc1ncccc1CN1CCn2c(Cn3cccn3)cnc2C1C (stereo unspecified)	-162	-206	-145	-236	-157	i	-208	-2
CCNC(=O)c1ccc2c(c1)nc1n2CCN(CC2CCCO2)C1 (stereo unspecified)	1	-22	-2	-22	-20	-94	-14	-2
CN1CCC2(CN(Cc3cccnc3)CC23CCN(C(=O)c2ccccc2)CC3)C1=O (stereo unspecified)	0	-43	-3	0	-1	-32	-7	-8
COc1ccc(-c2cc(=O)c3cc(OCC(N)=O)ccc3o2)cc1	-2	-17	-6	-10	-2	2	-3	-1
Cc1ccc(C(C)C(=O)N2CCC(c3nc4ccccc4cc3C(N)=O)CC2)cc1 (stereo unspecified)	1	9	5	1	-5	-3	-14	0
Cc1c(C(=O)N2CCC(Cc3ccccc3)CC2)oc2c1C(=O)CCC2	-19	10	0	20	18	33*	10	3
O=C(NCc1ccccc1Cl)C1c2ccccc2Oc2ccccc21	5	5	0	2	4	7	3	2
O=C(Nc1ccc(F)cc1F)N1CCN(c2cc(-c3ccncc3)[nH]n2)CC1	9	3	4	13	.	41*	12	5
O=C(O)c1c(CNCc2ccco2)c2ccccc2n1Cc1ccccc1F	-77	-29	-2	-4	-14	-14	-3	2
Cc1cc(NC(=O)Cc2nc(C)c(C(=O)NC3CC3)s2)ccc1F	-14	-19	-12	-45	.	-162	-47	-10

molecule	USP7 block	USP8 inh	UCHL1 inh	USP28 block	USP17 inh	USP30 inh	OTUD3 block	USP10 block
COc1ccccc1C(=O)CN1C(=O)c2ccccc2OC(c2ccccc2)C1=O (stereo unspecified)	7	12	4	7	6	5	1	5
Cc1nc2ccccn2c(=O)c1NC(=O)Cc1ccc(Cl)cc1	-38	3	0	0	1	11	2	1
NC(=O)c1nnn(-c2ccc(NC(=O)c3ccc(F)c(F)c3)cc2)n1	0	6	-2	0	64*	0	-1	18
Cn1c(=O)c2c(SCC(=O)N3CCCC3)nc(-c3cccc(F)c3)nc2n(C)c1=O	-5	-29	0	-17	.	4	-10	1
CC1CCN(CCNC(=O)C2CCN(S(=O)(=O)c3cccc4cccnc34)CC2)CC1	5	18	1	17	11	0	8	-3
C/C=C/C/C=C(/C)C(O)CC/C(C)=C/C=C(\C)C(=O)c1c(O)cc(C(C)CC/C=C/NC(=O)OC)oc1=O (stereo unspecified)	-22	-154	-29	-33	-73	-149	-37	-6
CCN(CC)S(=O)(=O)c1ccc2[nH]c(=O)cc(C(=O)Nc3ccc4c(c3)OCO4)c2c1	1	60*	-1	-2	-23	-29	0	16
Cc1cccc(NC(=O)CSc2cn(Cc3ccccc3Cl)c3ccccc23)c1	7	-12	5	1	-2	5	6	9
COc1cccc(C(C(=O)Nc2ccc(F)cc2)N(C(=O)c2cnccn2)c2ccc3c(c2)CCC3)c1 (stereo unspecified)	5	15	10	16	.	17	7	6
CNC(=O)c1cccc2c1CCN2C(=O)Nc1ccc(F)cc1	0	12	1	0	0	4	-4	1
Cc1ccccc1CCNC(=O)c1cc(C2CC2)nc2c1cnn2C(C)C	6	-4	2	19	-51	-10	0	0
Nc1c(-c2nc(-c3ccc(F)cc3)no2)nnn1-c1ccccc1F	8	35*	1	-6	5	0	1	1

Reformatted with each value named: entries from further up
structure: CCN(CC)S(=O)(=O)c1ccc2[nH]c(=O)cc(C(=O)Nc3ccc4c(c3)OCO4)c2c1
  USP7 block: 1 | USP8 inh: 60* | UCHL1 inh: -1 | USP28 block: -2 | USP17 inh: -23 | USP30 inh: -29 | OTUD3 block: 0 | USP10 block: 16
structure: Cn1c(N2CCN(C(=O)c3ccc(Cl)cc3)CC2)cc(=O)n(C)c1=O
  USP7 block: -2 | USP8 inh: 2 | UCHL1 inh: -1 | USP28 block: -5 | USP17 inh: 0 | USP30 inh: 0 | OTUD3 block: -6 | USP10 block: -4
structure: Cc1noc(-c2cc(=O)n(CC(=O)NCc3ccccc3)c3ccccc23)n1
  USP7 block: 7 | USP8 inh: 1 | UCHL1 inh: 1 | USP28 block: 6 | USP17 inh: 53* | USP30 inh: 6 | OTUD3 block: 17 | USP10 block: 10

(continued)
molecule	USP7 block	USP8 inh	UCHL1 inh	USP28 block	USP17 inh	USP30 inh	OTUD3 block	USP10 block
CC1CCCN(C(=O)CN2CC3(CCOCC3)Oc3ccc(Cl)cc3C2=O)C1 (stereo unspecified)	2	7	2	5	1	3	8	-2
C/C(=C/C=C\C=C\Cc1cnco1)[C@@H](O)C(C)(C)C(=O)NC/C=C/C=C/[C@H](O)[C@H](C)C[C@@H]1OC(=O)[C@@]2(CO)N(C)C(=O)[C@H](C)[C@@]12O	-31	-105	-24	-63	-42	-235	-57	-9
CCN1CCN(CC(=O)n2c(C)c(C)c3ccccc32)CC1	4	4	2	17	8	17	6	1
c1ccc2sc(C3CCCCN3)nc2c1 (stereo unspecified)	-13	-20	-19	-34	-50	-111	-13	-2
CCC1(C)Cc2c(sc3nc(SC)nc(SCC(=O)c4ccccc4)c23)CO1 (stereo unspecified)	-13	-16	-1	-9	-12	-33	-11	1
Cc1ccc(CNC(=O)CSc2ccc(N3CCC(C(=O)NC4CC4)CC3)nn2)cc1	2	1	0	0	21	10	16	-4

USP10 block, entries above that show a hit
molecule	USP7 block	USP8 inh	UCHL1 inh	USP28 block	USP17 inh	USP30 inh	OTUD3 block	USP10 block
COc1ccc(CNc2ccc(C(=O)OCc3ccccc3F)cc2S(=O)(=O)Nc2cccc(OC)c2)cc1	6	8	2	1	-12	0	-6	33*

This is a random part of the collection (roughly 13% active in at least one column).
